Source: PubChem BioAssay (several laboratories)
Jurkat tox 60K – cytotoxicity toward Jurkat cells | Jurkat E6.1 viability, ATP luminescence, 48 h | inhibition, % at 4 µM | actives 1.2% (n = 56,000) | AID 463;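 active means inhibition above the mean inhibition of all tested compounds plus 3 SD, cut at about 28% in these data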
5HT1a ag – agonists of human 5-HT1a serotonin receptor; P08908; CHO 5-HT1a Ga15 NFAT-bla reporter, FRET ratio; 0% basal, 100% maximal reference agonist; activation, % at 10 µM; actives 0.56% (n = 65,000); AID 567;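 active means activation above the screen-wide mean activation plus 3 SD, cut at about 19% in these data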;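 further: 0% = DMSO wells and 100% = 5-CT at EC100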
5-HT1A blocker – 5-HT1a (human) receptor antagonism | AID 612 | P08908 | CHO 5-HT1a Ga15 NFAT-bla reporter, antagonist mode | inhibition, % at 10 µM | actives 0.68% (n = 62,000);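 active means inhibition above the mean of all tested compounds plus 3 SD, cut at about 43% in these data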;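 further: receptor stimulated by 5-CT agonist at 100 nM near EC80; beta-lactamase reporter measured by ratiometric fluorescence of a cleavable substrate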
D1 mod – allosterically modulates the human D1 dopamine receptor | P21728 | HEK293 D1, CRE-luciferase, dopamine EC30 potentiation; actives deviate in either direction | B-score at 10 µM | actives 5.9% (n = 58,000) | AID 641;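 active means luminescence count or its row- and column-corrected plate score outside the 99.7% band of the plate's sample wells, on either side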
HTR1E agonist – agonists of human 5-HT1E serotonin receptor; activation, % at 6 µM; actives 0.69% (n = 65,000); CHO 5-HT1E Ga15 NFAT-bla reporter, FRET; 0% DMSO wells, 100% control agonist wells;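 active means activation above a set limit, the screen-wide mean activation plus 3 SD, cut at about 8.5% in these data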;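 further: 100% = positive control agonist at 1 µM giving full maximal response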
S1P1 ag pot – agonists and agonism potentiators of human S1P1 receptor; P21453; S1P1 CRE-bla cells, forskolin, beta-lactamase FRET, potentiator mode; S1P1 agonist co-added at EC20, 2 nM; 100% = saturating reference agonist, 0% = basal; activation, % at 9.5 µM; actives 0.57% (n = 56,000); AID 449;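 active means activation above a cutoff set at the mean activation of all tested compounds plus 3 SD, cut at about 54% in these data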;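 further: forskolin at 4 µM as EC80 and the EC20 agonist is SEW2871; 100% = SEW2871 at its EC100 plus forskolin at EC80; some compounds past the cut are filed as inactive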
Target sequence (P21453 whole entry, looked up): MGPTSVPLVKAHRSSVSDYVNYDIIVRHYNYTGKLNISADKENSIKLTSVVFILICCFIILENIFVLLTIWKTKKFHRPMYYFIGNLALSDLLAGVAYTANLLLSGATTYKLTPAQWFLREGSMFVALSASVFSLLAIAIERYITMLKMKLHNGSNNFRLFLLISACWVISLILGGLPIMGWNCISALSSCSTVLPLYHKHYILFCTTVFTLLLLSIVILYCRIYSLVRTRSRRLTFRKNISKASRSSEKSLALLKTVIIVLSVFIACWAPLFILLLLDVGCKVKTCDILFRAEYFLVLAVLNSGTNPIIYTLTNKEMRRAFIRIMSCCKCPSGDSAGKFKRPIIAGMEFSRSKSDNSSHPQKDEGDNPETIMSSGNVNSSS
S1P3 agonist – activates the human S1P3 receptor; Q99500; S1P3 NFAT-BLA reporter cells, agonism, FRET ratio; relative to 1 µM S1P, basal subtracted; activation, % at 4.5 µM; actives 0.1% (n = 60,000); AID 373;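 active means activation above the screen-wide mean plus 3 SD, cut at about 4.5% in these data, passing the limit was not always enough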; further: some compounds called inactive have numbers as strong as hits
Target sequence (Q99500 whole entry, looked up): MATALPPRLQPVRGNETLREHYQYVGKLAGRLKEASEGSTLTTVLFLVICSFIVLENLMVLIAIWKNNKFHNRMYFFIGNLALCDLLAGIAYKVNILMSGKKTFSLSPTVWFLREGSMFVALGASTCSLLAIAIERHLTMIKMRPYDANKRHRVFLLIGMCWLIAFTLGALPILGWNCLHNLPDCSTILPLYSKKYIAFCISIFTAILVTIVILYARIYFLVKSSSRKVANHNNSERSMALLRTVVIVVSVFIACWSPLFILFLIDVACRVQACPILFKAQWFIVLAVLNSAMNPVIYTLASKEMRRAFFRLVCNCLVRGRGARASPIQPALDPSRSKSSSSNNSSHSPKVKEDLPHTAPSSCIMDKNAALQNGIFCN
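Assay system: CHO cells stably expressing human S1P3, Gα16 and NFAT-β-lactamase reporter. Timing: overnight plating, 4 h compound 37 °C, 2 h substrate RT. Signal: β-lactamase FRET emission ratio 460/535 nm. Measure: percent activation versus median 1 µM S1P response, basal-subtracted, per plate. Repeats: primary screen single test, confirmation screen in triplicate.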
HEK293 NFkB inh – lowers PMA/ionomycin-induced NF-kB signal in HEK293 cells | inhibition, % at 3 µM | AID 465 | HEK-293 NF-kB luciferase reporter, luminescence | actives 0.21% (n = 62,000);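 active means inhibition above the mean of all tested compounds plus 3 SD, cut at about 40% in these data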;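 further: 0% = stimulated DMSO wells and 100% = 10 µM reference inhibitor 5653914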
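Material: HEK-293 cells with stable firefly luciferase reporter driven by four HIV NF-kB elements / Also added: PMA plus ionomycin mix as NF-kB-activating stimulus / Compound dosing: 3 µM once, 0.30% DMSO / Times: 1 h pretreatment, 16 h stimulation, 37 °C / Signal: luminescence / Evaluation: per-plate % inhibition versus controls / Benchmarks: DMSO and 10 µM reference inhibitor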
5HT1E antag – antagonists of human 5-HT1E serotonin receptor | P28566 | CHO 5-HT1E Ga15 NFAT-bla reporter, FRET, antagonist | inhibition, % at 6 µM | actives 0.99% (n = 65,000) | AID 571;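 active means inhibition above a set limit, the mean inhibition across every tested compound plus 3 SD, cut at about 29% in these data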;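 further: signal is the 460 over 535 nm emission ratio of beta-lactamase substrate; 0% = agonist plus DMSO wells and 100% = wells without agonist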
Active calls of the source: *; . = no result given. An unsorted share of the library. Share with any hit: about 8.3%.

SMILES | Jurkat tox 60K | 5HT1a ag | 5-HT1A blocker | D1 mod | HTR1E agonist | S1P1 ag pot | S1P3 agonist | HEK293 NFkB inh | 5HT1E antag
COc1ccccc1N=c1oc2c(OC)cccc2cc1C(=O)NCc1ccco1 | -2 | -2.0 | -12 | -0.41 | 0.4 | -19 | -1.1 | 11 | 0
CCCCOc1ccc(C(=O)NC)cc1 | 6 | -3.3 | 5 | -0.064 | -1.5 | -3 | -0.9 | 5 | 15
Cc1nnc(SCC(=O)Nc2ccc3c(c2)OCCO3)s1 | -3 | 0.4 | -4 | -0.67 | 1.0 | . | -0.7 | -1 | 0
Cc1ccccc1Oc1ccc(Oc2ccccc2C)nn1 | 4 | -0.5 | 19 | -0.32 | -0.4 | -10 | -1.0 | -6 | 3
COc1ccc(-n2c3c(cc(C(=O)N4CCCCC4)c2=O)C(=O)CC(C)(C)C3)cc1 | 7 | -2.8 | -1 | 1.4 | 0.2 | . | -0.6 | 7 | 8
Cc1ccc(C(=O)CSC2=C(C#N)C(c3ccco3)C3=C(CCCC3=O)N2)cc1 (stereo not drawn) | . | -1.0 | . | . | 0.7 | -6 | -2.6 | . | 20
Cc1ccc(-c2nnc(N3CCN(c4ccccn4)CC3)c3ccccc23)cc1 | 3 | 3.5 | 16 | -2.9 | 2.8 | 21 | -1.1 | 13 | 6
N#Cc1c(-c2ccco2)cc(C2CC2)nc1SCC(=O)c1ccccc1 | -3 | 3.7 | -19 | 0.74 | 0.7 | -14 | 0.1 | 4 | -1
COc1cc(S(=O)(=O)N(Cc2cccs2)CC2CCCO2)ccc1-n1cnnn1 (stereo not drawn) | 3 | -1.4 | -10 | . | -0.6 | -16 | -0.5 | 15 | 0
O=C(OCC(=O)N1CCOCC1)c1ccccc1SCC(=O)N1CCCC1 | 2 | -1.1 | 20 | 0.37 | 0.1 | 2 | 0.5 | 0 | -5
CCOn1c(=O)c(-c2ccc(OC)cc2)[n+]([O-])c2ccccc21 | -4 | -1.7 | 13 | 0.4 | 1.1 | -6 | 0.6 | -4 | 3
O=S(=O)(NCC(c1cccnc1)N1CCN(c2ccc(F)cc2)CC1)c1cccs1 (stereo not drawn) | -4 | -1.1 | -26 | -1.6 | 1.1 | 2 | 0.5 | 1 | -11
C=CCn1cnc2c(NCc3ccccc3)ncnc21 | -3 | -0.1 | -11 | 0.093 | -0.5 | -8 | -0.1 | -4 | -2
NC(=O)NC(=O)COC(=O)c1ccccc1Oc1ccccc1 | . | -4.8 | 14 | -0.065 | -1.2 | . | . | 12 | 4
CCCNC(=O)NCCc1c(C)[nH]c2ccccc12 | 0 | 0.1 | 0 | -0.086 | 0.8 | -15 | -0.4 | 14 | -1
O=S(=O)(CCOc1ccccc1)c1nc2ccccc2[nH]1 | 6 | -0.3 | 41 | 0.11 | -0.8 | . | -1.0 | -2 | 8
CN(C(=O)c1ccno1)c1nnc(-c2ccccn2)s1 | -9 | -1.5 | 0 | 0.022 | -0.2 | -13 | 0.5 | 8 | -10
COc1cc(C)c(S(=O)(=O)N2CCOCC2)cc1C(C)C | 5 | -2.0 | 3 | 4.1 | 0.0 | -37 | -0.6 | 4 | 1
Cc1ccccc1-n1c(=O)cc(N2CCN(C(=O)c3ccco3)CC2)[nH]c1=O | -10 | -0.7 | 4 | 0.11 | -0.1 | -12 | 2.6 | 9 | 6
CCOC(=O)CC(=O)c1cc(OC)c(OC)c(OC)c1 | -5 | -2.5 | -8 | -0.27 | 0.4 | -64 | 0.4 | 7 | -4
COc1ccccc1C(=O)Nc1ccc2oc(-c3ccc(F)cc3)nc2c1 | -4 | 1.4 | -6 | -0.35 | 0.8 | . | -0.4 | -2 | 11
Cc1cc(C)nc(N2CCCC(C(=O)NCCC3=CCCCC3)C2)n1 (stereo not drawn) | -6 | -0.2 | 8 | 0.57 | -0.6 | -3 | 0.4 | 10 | 8
Cc1cc(OCC(=O)Nc2ccc3oc(-c4ccncc4)nc3c2)ccc1Cl | . | -2.3 | . | -0.61 | 0.5 | -4 | -3.9 | . | 7
Cc1ccc2nc3c(cc(C(=O)NCCCn4ccnc4)n3C)c(=O)n2c1 | 6 | 1.6 | 0 | 0.85 | 2.4 | -22 | -0.7 | 16 | 7
CCCS(=O)(=O)C(=C1Nc2ccccc2N1)S(=O)(=O)CCC | -6 | -2.8 | -3 | -0.93 | -0.5 | -25 | 0.3 | 3 | -4

One compound at a time, as listed above. Values in the order: Jurkat tox 60K | 5HT1a ag | 5-HT1A blocker | D1 mod | HTR1E agonist | S1P1 ag pot | S1P3 agonist | HEK293 NFkB inh | 5HT1E antag
`CN(C(=O)c1ccno1)c1nnc(-c2ccccn2)s1` is listed with -9 | -1.5 | 0 | 0.022 | -0.2 | -13 | 0.5 | 8 | -10
`COc1ccccc1N=c1oc2c(OC)cccc2cc1C(=O)NCc1ccco1` is listed with -2 | -2.0 | -12 | -0.41 | 0.4 | -19 | -1.1 | 11 | 0
`CCOC(=O)CC(=O)c1cc(OC)c(OC)c(OC)c1` is listed with -5 | -2.5 | -8 | -0.27 | 0.4 | -64 | 0.4 | 7 | -4
`C=CCn1cnc2c(NCc3ccccc3)ncnc21` is listed with -3 | -0.1 | -11 | 0.093 | -0.5 | -8 | -0.1 | -4 | -2
`Cc1ccc(-c2nnc(N3CCN(c4ccccn4)CC3)c3ccccc23)cc1` is listed with 3 | 3.5 | 16 | -2.9 | 2.8 | 21 | -1.1 | 13 | 6

(cont.)
SMILES | Jurkat tox 60K | 5HT1a ag | 5-HT1A blocker | D1 mod | HTR1E agonist | S1P1 ag pot | S1P3 agonist | HEK293 NFkB inh | 5HT1E antag
COc1ccc(-c2cn3c(C)c(C(=O)N4CCN(c5ccc(OC)cc5)CC4)sc3n2)cc1 | 10 | -0.4 | -10 | -0.48 | 0.5 | 0 | -0.8 | 12 | 1
COc1ccc(Cn2c(CCCO)nc3ccccc32)cc1OC | . | -0.6 | . | 14* | 0.3 | -17 | 1.7 | . | -6
CC(=O)Nc1ccc(S(=O)(=O)Nc2ccc(N3CCOCC3)c(F)c2)cc1 | 6 | -0.4 | -1 | -0.95 | -0.5 | 9 | -1.9 | 15 | -5
CC(C)(C)Nc1nc(NC(C)(C)C)nc(-n2ccnc2)n1 | 3 | 2.2 | 11 | 5.7* | 0.5 | -17 | 0.0 | 5 | 9
COc1ccc(OC)c(NC(=O)CSc2nnnn2-c2ccc3c(c2)OCO3)c1 | 2 | -0.2 | 44* | 1.4 | 0.1 | -22 | -0.6 | 5 | -6
Cc1nn(C)cc1CNC(=O)c1cnn2c(C(F)F)cc(C3CC3)nc12 | 8 | 3.1 | 16 | . | 0.2 | . | -0.1 | 14 | 24
CCCc1[nH]nc2c1C(c1ccc(OC)cc1OC)C(C#N)=C(N)O2 (stereo not drawn) | -5 | -1.4 | 3 | 7.7* | -0.6 | 0 | -0.9 | 7 | 2
CC(=O)Nc1ccc(S(=O)(=O)NCC2CCC(C(=O)N3CCN(c4ccccn4)CC3)CC2)cc1 (stereo not drawn) | 1 | -1.7 | 3 | 0.48 | 0.5 | -1 | -0.8 | 2 | 11
OC(COc1ccc2cc(Br)ccc2c1)CN1CCCC1 (stereo not drawn) | -2 | -2.2 | -10 | -1.9 | -0.7 | 8 | -1.8 | 15 | -2
COc1ccc(C(=O)c2oc3ccc(OC)cc3c2N)cc1 | -1 | 7.6 | -23 | -0.13 | 2.7 | -21 | 0.1 | -47 | 1
CSc1nncc(-c2ccc(F)c(F)c2)n1 | -1 | -4.0 | 0 | 4.4* | -0.5 | -12 | -0.6 | 24 | 11
C1CCc2c(nc3nnnn3c2N2CCOCC2)C1 | . | 0.2 | -1 | . | 0.5 | . | . | 9 | -3
Cc1cc(OCC(=O)NCCCN(C)C)cc(C)c1Br | -8 | 1.1 | 4 | -0.89 | -0.7 | -1 | -2.2 | 17 | -6
CCCCN(CC)S(=O)(=O)c1ccc2c(c1)CCCN2C(C)=O | 1 | -5.0 | -12 | -0.046 | -0.3 | -2 | -0.1 | 13 | 3
CCOc1ccc2[nH]c(=O)c(CN(Cc3ccco3)C(CC)c3nnnn3Cc3ccccc3)cc2c1 (stereo not drawn) | 4 | -3.7 | 17 | 1 | -0.6 | -2 | 0.3 | 4 | 5
CCOc1ccccc1OCC(=O)Nc1nnc(COC)s1 | 4 | 1.1 | 0 | -0.62 | -0.1 | -2 | 0.1 | 17 | 6
CCOc1ccc(-c2nnc(-c3cccs3)o2)cc1OCC | -3 | 1.1 | -5 | 5* | 0.5 | 104* | 0.1 | 1 | -7
CC(=O)OCCn1c(=O)c2cc3c(=O)n(CCOC(C)=O)c(=O)c3cc2c1=O | -1 | -2.5 | -8 | . | -0.2 | -13 | -1.8 | 3 | -4
Cc1ccc2nc(C)c(C)nc2c1N | -1 | 1.2 | 7 | 0.029 | -0.8 | 20 | -1.2 | 4 | 18
COc1cccc(C2C(C(N)=O)=C(C)Nc3nc(-c4ccccc4Cl)nn32)c1 (stereo not drawn) | 1 | -4.0 | -4 | -2 | -0.2 | -20 | -1.2 | 23 | -9
CCOC(=O)C1CCCN(C(=O)CCCOc2cc(=O)n(C)c3ccccc23)C1 (stereo not drawn) | -2 | -2.5 | -10 | 0.076 | -0.7 | -16 | -0.8 | 6 | 1
Cc1c(C(=O)OCC2CCCO2)[nH]c2c1C(=O)CC(c1ccc(N(C)C)cc1)C2 (stereo not drawn) | 2 | 0.1 | -7 | -2.2 | 0.3 | 11 | -0.3 | 15 | -2
O=C(Nc1ccccc1N1CCCC1)c1cc2ccccc2o1 | 6 | 3.4 | 4 | 0.67 | -1.1 | -25 | -1.0 | -12 | 5
CC(=O)Nc1sc(C)c(C)c1C(=O)OC1CCOC1=O (stereo not drawn) | 5 | -1.2 | -17 | . | 0.6 | -4 | -0.8 | 16 | -5
COc1ccc(Br)cc1CNC(=O)C1CCC(=O)N1C(C)C (stereo not drawn) | 8 | 1.6 | 7 | -0.00018 | -1.5 | 3 | -1.0 | -7 | 9
Nc1nc(CN2CCN(c3ccccc3)CC2)nc(N2CCCc3ccccc32)n1 | 3 | 0.7 | 11 | 4* | -0.4 | -9 | 0.6 | 9 | -8
CCOC(=O)c1c(N)sc(C(=O)N2CCOCC2)c1C | -2 | -2.3 | 7 | 0.46 | 0.4 | -2 | -0.5 | 20 | 3
CCS(=O)(=O)N1CCC(C(=O)NC2CCCCC2)CC1 | 4 | -2.1 | -7 | -0.86 | -0.6 | -6 | -0.4 | 5 | -16
O=C(Nc1ccc(Nc2ccccc2)cc1)c1ccc(Br)o1 | -4 | 0.0 | -15 | -0.94 | -0.2 | 8 | -0.5 | -8 | -21
